Screens from PubChem BioAssay.
FN deposit inh: fibronectin deposition inhibition. 0.086% of 350,000 active. inhibition, % at 12.6 µM. AH1F fibroblasts, Alexa488-fibronectin deposition fluorescence, overnight;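 active means mean inhibition across replicates of 30% or more, regardless of how many single replicates reach that level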;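 further: positive control wells lacked labelled fibronectin entirely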
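test system = AH1F fibroblasts assembling fluorescent fibronectin matrix | quantity = 10000 AH1F cells per well | buffer or medium = DMEM plus 2% serum, read in PBS | doses = single dose, pinned | incubation = 1 h cell attachment, overnight exposure to compound and label | detection = fluorescence at 485 nm excitation, 525 nm emission | read-out basis = inhibition from reduced deposited-fibronectin fluorescence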
S100A4 MyoIIA: inhibitors of human S100A4 binding to myosin IIA peptide; 0.14% of 360,000 active; S100A4/TAMRA-MyoIIA peptide fluorescence polarization; P26447; inhibition, % at 10.7 µM;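 active means mean inhibition of at least 70% across replicates, with every replicate also reaching that level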
Target sequence (P26447 whole entry, looked up): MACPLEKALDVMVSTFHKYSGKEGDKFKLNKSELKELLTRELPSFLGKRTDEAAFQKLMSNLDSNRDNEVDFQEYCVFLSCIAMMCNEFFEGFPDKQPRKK
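Compound dosing: one dose per compound; test system: human S100A4 monomer with TAMRA-labelled myosin IIA peptide; probe or stimulus: TAMRA-labelled myosin IIA heavy-chain peptide probe, 5 nM; medium: HEPES buffer with Ca2+, pH 7.2; schedule: 5 min incubation before reading; benchmarks: neutral control DMSO, positive control TFP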
PglD DTNB: PglD (C. jejuni) enzyme inhibition. inhibition, % at 12.5 µM. 0.098% of 360,000 active. purified PglD enzyme, DTNB colorimetric CoA detection; in the data active means inhibition above about 16%, passing the limit was not always enough; further: strong numbers were not always called active
ERAP1 inh: blocks human ERAP1 aminopeptidase activity. recombinant ERAP1, Leu-AMC fluorescence, 60 min. inhibition, % at 10.7 µM. 0.15% of 340,000 active. Q9NZ08;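 active means mean replicate inhibition of at least 30%, or all replicates individually reaching that 30% level; inactive means mean below 30% and not every replicate reaching it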;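 further: 0% = neutral control wells and 100% = L-leucinethiol positive control wells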
Target sequence (Q9NZ08 whole entry, looked up): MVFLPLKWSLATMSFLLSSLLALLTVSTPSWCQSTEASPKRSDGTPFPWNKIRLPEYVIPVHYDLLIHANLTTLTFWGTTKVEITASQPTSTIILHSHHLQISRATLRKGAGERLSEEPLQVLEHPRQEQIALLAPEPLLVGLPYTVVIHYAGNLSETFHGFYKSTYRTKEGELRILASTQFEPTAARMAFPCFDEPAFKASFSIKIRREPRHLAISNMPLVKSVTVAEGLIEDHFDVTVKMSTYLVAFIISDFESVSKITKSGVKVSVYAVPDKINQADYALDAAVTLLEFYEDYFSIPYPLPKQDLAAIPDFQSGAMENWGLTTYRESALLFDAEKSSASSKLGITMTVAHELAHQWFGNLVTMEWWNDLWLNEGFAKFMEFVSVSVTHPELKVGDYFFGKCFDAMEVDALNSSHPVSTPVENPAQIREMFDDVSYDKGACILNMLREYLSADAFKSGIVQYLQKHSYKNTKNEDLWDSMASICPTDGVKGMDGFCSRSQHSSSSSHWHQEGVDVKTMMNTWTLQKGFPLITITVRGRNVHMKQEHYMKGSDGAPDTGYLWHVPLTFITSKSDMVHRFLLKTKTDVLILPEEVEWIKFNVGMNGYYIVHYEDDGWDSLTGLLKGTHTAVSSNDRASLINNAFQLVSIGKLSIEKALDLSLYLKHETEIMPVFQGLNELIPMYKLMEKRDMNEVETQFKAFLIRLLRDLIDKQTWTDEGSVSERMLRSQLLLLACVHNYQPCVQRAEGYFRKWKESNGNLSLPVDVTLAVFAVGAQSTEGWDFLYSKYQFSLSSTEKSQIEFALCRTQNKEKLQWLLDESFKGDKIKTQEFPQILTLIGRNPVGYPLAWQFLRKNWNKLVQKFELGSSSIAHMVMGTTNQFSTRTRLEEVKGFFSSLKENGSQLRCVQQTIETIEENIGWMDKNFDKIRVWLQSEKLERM
LGR2 inh: blocks bursicon-induced cAMP signaling via Drosophila LGR2. inhibition, % at 9.99 µM. AID 720647. 0.35% of 380,000 active. HEK293 LGR2, CRE-luciferase, bursicon-stimulated, 4 h;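 active means drop in luminescence signal, shown as inhibition above about 50% in the replicate tests, limit read from the data, passing the limit was not always enough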;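 further: agonist challenge used bursicon conditioned medium at about half maximal strength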
PAX8 reporter: PAX8 transcriptional activity inhibition | RMG-I TPO-luciferase reporter, SteadyGlo, 24 h | inhibition, % at 12.6 µM | 1.2% of 360,000 active;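 active means mean replicate inhibition at least 60% with every replicate also reaching 60%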;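 further: luciferase light reporting Pax8 driven TPO promoter activity; plate controls were median of neutral control wells for no effect and mitoxantrone controls for full effect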
EWS-Fli block: inhibitors of EWS/Fli oncoprotein transcriptional activity; inhibition, % at 12.6 µM; 0.67% of 350,000 active; A673 NR0B1-luciferase reporter, viability-normalised;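 active means mean inhibition of at least 50% after viability correction, with every replicate also passing that limit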;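 further: firefly luciferase signal divided by Alamar Blue viability fluorescence both relative to DMSO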
PGC1a acetyl inh: modulators of PGC1a acetylation. 0.17% of 350,000 active. U2OS PGC1a acetylation, AlphaScreen anti-acetyl-lysine; with virally co-expressed GCN5 acetyltransferase. inhibition, % at 15.6 µM;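 active means every replicate shows inhibition of at least 40%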;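 further: 0% = neutral control wells and 100% = positive control wells; some results beyond the cut were filed as inactive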
* marks the source's active call; other numbers are inactive results; . = not tested or not shown; & = joins results of further samples.

smiles,FN deposit inh,S100A4 MyoIIA,PglD DTNB,ERAP1 inh,LGR2 inh,PAX8 reporter,EWS-Fli block,PGC1a acetyl inh
C=CCSc1nc2sc3c(c2c(=O)[nH]1)CCC3,-2,-2,-2,0,-11,13,7,-2
O=C1CSc2ccc(S(=O)(=O)CCC(=O)NC3CCCCC3)cc2N1,8,-2,-1,0,3,16,.,1
CN(C(=O)COC(=O)CNC(=O)c1ccc(C(C)(C)C)cc1)c1c(N)n(Cc2ccccc2)c(=O)[nH]c1=O,-2,4,-2,0,-4,-18,-7,.
O=C(Nc1ccc2c(c1)[C@@H]1C[C@H](CC(=O)N3CCOCC3)O[C@H](CO)[C@@H]1O2)c1cccnc1,-1,-1,-2,0,-6,-10,0,-12
COCCN1C(=O)COc2ccccc2C1C(=O)Nc1ccc2c(c1)OCCO2 (centres undefined),-6,3,.,.,-5,-16,0,.
CC(=O)C[C@H]1c2cc(C(F)(F)F)ccc2S(=O)(=O)N1Cc1ccccc1,-5,-4,-3,-1,-1,4,2,.
OC(c1ccccc1)(c1nc(-c2cc3ccccc3o2)cs1)C(F)(F)F (centres undefined),8,0,9,4,10,-10,2,-5
CC(C)NC(=O)Nc1ccc2c(c1)C(=O)N([C@@H](C)CO)C[C@@H](C)[C@H](CN(C)Cc1ccc3c(c1)OCO3)OCCCC[C@@H](C)O2,-3,.,-4,.,3,-6,2,-2
N#CCC(=O)N/N=C\c1ccc(OC/C=C/c2ccccc2)cc1,4,-14,-11,0,-41,-187,-88,.
CC(C)c1ccc(NC(=S)Nc2cccc3ccccc23)cc1,-27,-4,2,1,16,-62,9,-7
CC(C)OC(=O)c1cc2c(ccn2C)n1CC(=O)N1CCC(Cc2ccccc2)CC1,3,.,-5,.,.,8,.,-15
CCOC(=O)COc1cc(-n2c(=S)[nH]c3ccccc3c2=O)c(Cl)cc1Cl,10,-1,.,-2,18,7,-93,2
CCCCNc1ccc2c(c1)OC[C@@H](Cc1ccccc1)NS2(=O)=O,3,-8,.,-1,-3,9,-10,.
COc1ccc(Br)cc1CNC(=O)CN1C(=O)C(c2ccccc2)Oc2cccnc21 (centres undefined),2,-3,0,1,22,17,5,-6
CCOC(=O)c1ccccc1NC(=O)c1cn(-c2ccc(OC)cc2)c(=O)c2ccccc12,3,.,6,.,-6,0,.,1
Cn1cc(CN2CCCC(CO)C2)c(-c2ccc(Oc3ccccc3)cc2)n1 (centres undefined),-3,1,-2,-4,-4,23,19,4
O=C(Nc1c(C(=O)Nc2cccc3ccccc23)cnn1-c1ccccc1)c1ccco1,.,0,-1,2,14,.,.,.
Cc1cc(NC(=O)c2ccc(Br)cc2)nc(C)n1,-5,-1,-1,-2,-1,-23,-1,7
COC(=O)C[C@H]1C=C[C@H](NC(=O)c2ccc(F)cc2)[C@@H](CO)O1,1,0,.,.,1,-22,8,.
O=C(N/N=C/c1ccccc1C(=O)O)c1ccccc1Br,-9,-1,-6,-3,17,-7,3,-2
COC(=O)c1ccccc1NC(=S)N1CCN(c2ccccn2)CC1,5,-2,.,.,-4,8,6,-9
Cc1c(C(=O)OCC(=O)N(C)CC(=O)Nc2ccc(F)cc2)oc2ccccc12,-1,3,-1,-2,3,-2,8,-2
CCOCC(=O)N(CC)Cc1ccccc1,-2,-1,.,5,11,-1,3,2
Cc1ccc(Cl)cc1N(CC(=O)NCc1ccc2c(c1)OCO2)S(C)(=O)=O,-2,-3,.,4,4,1,5,8
O=C(NCc1cccc(CNC(=O)C(=O)NCc2ccco2)c1)C(=O)NCc1ccco1,8,-2,.,2,7,-29,7,.
CCN(CC(=O)Nc1ccc(OC)cc1)C(=O)Cc1ccsc1,-4,-1,1,0,-3,6,-5,2
COc1ccc(CNc2cccnc2Cl)cc1,1,16,.,1,-62,-96,-38,.
CCCCC(=O)Nc1ccc(C(=O)NNC(=O)CCCOc2ccc(Cl)cc2Cl)cc1,2,-1,1,2,-6,32,10,9
COC(=O)CN1C(=O)[C@H]2[C@@H](C3CC3)N3C(=O)CN(Cc4ccccn4)C(=O)[C@@]3(Cc3ccccc3)[C@H]2C1=O,-18,-2,0,-2,11,-6,-7,.
CCCNC(=O)N1[C@@H]2c3ccc(-c4ccc(OC)cc4)c(=O)n3C[C@H]1[C@H](CO)[C@H]2C(=O)NC1CCC1,0,5,-4,0,11,-8,-1,.

Sorted by number of heavy atoms (largest number first): 13 of the compounds above
smiles,FN deposit inh,S100A4 MyoIIA,PglD DTNB,ERAP1 inh,LGR2 inh,PAX8 reporter,EWS-Fli block,PGC1a acetyl inh
COC(=O)CN1C(=O)[C@H]2[C@@H](C3CC3)N3C(=O)CN(Cc4ccccn4)C(=O)[C@@]3(Cc3ccccc3)[C@H]2C1=O,-18,-2,0,-2,11,-6,-7,.
CCCNC(=O)N1[C@@H]2c3ccc(-c4ccc(OC)cc4)c(=O)n3C[C@H]1[C@H](CO)[C@H]2C(=O)NC1CCC1,0,5,-4,0,11,-8,-1,.
CCOC(=O)c1ccccc1NC(=O)c1cn(-c2ccc(OC)cc2)c(=O)c2ccccc12,3,.,6,.,-6,0,.,1
O=C(NCc1cccc(CNC(=O)C(=O)NCc2ccco2)c1)C(=O)NCc1ccco1,8,-2,.,2,7,-29,7,.
CCCCC(=O)Nc1ccc(C(=O)NNC(=O)CCCOc2ccc(Cl)cc2Cl)cc1,2,-1,1,2,-6,32,10,9
Cc1c(C(=O)OCC(=O)N(C)CC(=O)Nc2ccc(F)cc2)oc2ccccc12,-1,3,-1,-2,3,-2,8,-2
Cn1cc(CN2CCCC(CO)C2)c(-c2ccc(Oc3ccccc3)cc2)n1 (centres undefined),-3,1,-2,-4,-4,23,19,4
Cc1ccc(Cl)cc1N(CC(=O)NCc1ccc2c(c1)OCO2)S(C)(=O)=O,-2,-3,.,4,4,1,5,8
COC(=O)c1ccccc1NC(=S)N1CCN(c2ccccn2)CC1,5,-2,.,.,-4,8,6,-9
CCN(CC(=O)Nc1ccc(OC)cc1)C(=O)Cc1ccsc1,-4,-1,1,0,-3,6,-5,2
O=C(N/N=C/c1ccccc1C(=O)O)c1ccccc1Br,-9,-1,-6,-3,17,-7,3,-2
COc1ccc(CNc2cccnc2Cl)cc1,1,16,.,1,-62,-96,-38,.
CCOCC(=O)N(CC)Cc1ccccc1,-2,-1,.,5,11,-1,3,2

(next part)
smiles,FN deposit inh,S100A4 MyoIIA,PglD DTNB,ERAP1 inh,LGR2 inh,PAX8 reporter,EWS-Fli block,PGC1a acetyl inh
COc1ccc(-c2cc(C(F)(F)F)nc(-n3ccnc3)n2)cc1,-3,-3,.,.,11,13,32,1
Cc1ccc(C(=O)NCc2ccc(Cl)cc2)o1,0,.,1,.,.,-22,.,9
C[C@H](CO)N1C[C@H](C)[C@H](CN(C)CC2CCCCC2)Oc2c(NC(=O)C3CCOCC3)cccc2C1=O,-6,28,0,2,-39,-5,4,-5
CC(C)c1ccc(S(=O)(=O)N2CCN(C(=O)c3ccco3)CC2)cc1,15,-1,1,8,.,0,0,-4
C=CCN1C(=O)c2cccc3c(N4CCCCC4)ccc(c23)C1=O,0,-16,.,1,-25,-90,-60,.
O=C1c2ccccc2C(c2nnnn2-c2ccc3c(c2)OCCO3)N1Cc1ccc2c(c1)OCO2 (centres undefined),-2,-2,.,.,4,9,-3,.
Cc1ccc(C(=O)CSc2nnc(C3CC3)n2C2CC2)s1,-6,2,-6,-1,-24,-73,-82,.
CC1(C)C[C@H]2C3=CCC4[C@@]5(C)CC[C@H](O)[C@@](C)(CO)C5CC[C@@]4(C)[C@]3(C)C[C@@H](O)[C@@]2(CO)[C@@H](O)[C@@H]1O (some centres undefined),25,30,0,.,2,-6,-1,.
CCC(C)[C@H](NC(=O)N1CC(=O)Nc2ccccc21)C(=O)N[C@H](Cc1c[nH]c2ccccc12)C(=O)O (some centres undefined),.,-2,-2,-1,.,.,6,-9
NNc1ccc(S(=O)(=O)N2CCCCC2)cn1,3,-15,.,-3,-2,-5,-3,6
O=c1oc2ccc(Cl)cc2nc1/C=C(\O)c1cccs1,-10,4,.,0,-42,-63,17,-13
COC(=O)c1ccc(S(=O)(=O)NC(C)(C)C)n1C,-3,1,.,18,13,10,-5,.
O=C(C(=O)N1CCC(CNS(=O)(=O)c2ccc(F)cc2)CC1)c1cc2ccccc2o1,9,1,.,-1,-8,17,12,.
CO[C@@H]1CN(C)C(=O)c2cc(NS(C)(=O)=O)ccc2OC[C@@H](C)N(S(=O)(=O)CC(F)(F)F)C[C@H]1C,-2,-1,-1,-1,3,.,3,5
C[C@@H]1CN([C@H](C)CO)C(=O)Cc2cc(N(C)C)ccc2O[C@@H]1CN(C)S(=O)(=O)c1ccc(Cl)cc1,.,-2,-2,4,1,5,2,-2
CC(=O)Oc1cccc(C(=O)Nc2cccc(C(=O)Nc3ccccc3C(=O)O)c2)c1,-6,-3,-5,-17,11,8,1,26
COc1ccc2c3c(n(C)c2c1)[C@@H](CO)N(S(C)(=O)=O)CC31CCN(C(=O)C2CC2)CC1,.,-14,.,0,-9,-2,2,.
O=C(NCc1ccccc1)C(C1CC1)n1c(Cc2cc(F)cc(F)c2)nc2ccccc21 (centres undefined),5,-14,.,2,-6,8,-2,.
NC(=O)c1ccccc1NC(=O)CC12CC3CC(CC(Br)(C3)C1)C2,1,-3,-1,-1,8,8,-3,-1
CCOC(=O)c1ccc(N2CCOCC2)c(NC(=O)COCC(=O)O)c1,5,-2,-3,1,-3,-16,1,12
CCN(CC)S(=O)(=O)c1cccc(NC(=O)c2ccc(C#N)cc2)c1,-3,8,.,-2,6,0,-6,-2
CN(C)CCCN1c2ccccc2CCc2ccc(Cl)cc21,-2,3&12,-2,-3,5,-18,6,4
CCc1ccccc1NC(=O)CSc1nnc(CCNC(=O)OC(C)(C)C)o1,-9,-4,.,17,7,4,5,-2
COC(=O)c1ccc2nc(C3CCCCC3)c(Cc3cccc(Cl)c3)n2c1,.,-5,2,7,-40,9,20,-7
CCc1ccccc1N(CC(=O)NCCc1ccccc1)C(=O)CCC(=O)Nc1ccccn1,-1,-7,0,-8,12,6,6,-21
Cc1nc2cc(Oc3nc(NCCN(C)C)nc4ccsc34)ccc2s1,6,1,-3,-7,8,-18,6,3
Cn1c(C(=O)N2CCN(c3ncccn3)CC2)cc2c(=O)n(C)c3ccccc3c21,11,1,-3,-7,-13,31,-13,.
N#C/C(=C\c1ccc([N+](=O)[O-])o1)C(=O)Nc1ccc(F)cc1,-8,-1,.,0,1,13,15,.
Cc1noc(C)c1NC(=O)N(C)C[C@H]1Oc2c(NC(=O)c3cnccn3)cccc2C(=O)N([C@H](C)CO)C[C@@H]1C,-2,6,0,1,17,.,6,-7
C=CCNC(=O)c1ccccc1Cl,0,.,3,.,4,.,.,0
NC(=O)NCCCC(=O)NCC(c1ccccc1Cl)c1c[nH]c2ccccc12 (centres undefined),5,-20,-2,-11,4,26,-109,-2
COc1ccc(OCC(=O)Nc2ccccc2-c2ccccc2)cc1,.,0,.,0,1,22,13,-11
